HIF activator: HIF pathway transcriptional activation | U2OS HRE-luciferase reporter, luminescence; normalized: DMSO 0%, desferrioxamine 100% | activation, % at 7.5 µM (by protocol) | 300,000 compounds, 0.32% hits | AID 1910;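 active = mean activation of at least 10% of the iron chelator positive control signal, with at least half of replicates also reaching 10%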
aSyn 5UTR inh: MLPCN primary screen, SNCA 5' untranslated region; alpha-synuclein 5'UTR reporter, inhibitor activity; inhibition, % (tested at 7.5 µM); 300,000 compounds, 0.82% hits; AID 1813; in the data active = inhibition above about 60%;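 note: H4 neuroglioblastoma cells stably carrying SNCA 5'UTR luciferase fusion; 0% = DMSO wells and 100% = positive control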
TRPC6 inhibitor: inhibitors of mouse TRPC6 channel. Q61143. HEK293-TRPC6, membrane potential dye, ACh-evoked depolarization; active compounds read low. B-score at 10 µM. 310,000 compounds, 1.1% hits. AID 2553;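 active = B-score under library mean minus 3 SD, initial fluorescence not abnormally high, positive integrated signal ratio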;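 note: B-score derived from integrated fluorescence ratio over the kinetic read; more negative B-score means stronger inhibition of depolarization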
IEC-6 cytotox: IEC-6 cytotoxicity, counter-screen for KLF5 inhibitors | inhibition, % at 5 µM | luminescence viability | 290,000 compounds, 0.78% hits; in the data active = inhibition above about 22%;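 note: 0% = plate median of test compound wells and 100% = cytotoxic reference compound wells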
TRPC4 potent: allosterically enhances the mouse TRPC4 cation channel; HEK293 TRPC4beta/mu-opioid, DAMGO EC20, Fluo-4 Ca2+ flux; active compounds read high; 310,000 compounds, 0.42% hits; B-score at 10 µM; Q9QUQ5;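 active = B-score of calcium response area above 5 SD of library B-scores, with initial fluorescence ratio within 5 SD of library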;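 note: B-score of integrated fluorescence ratio over time as area under calcium response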
Target sequence (Q9QUQ5 whole entry, looked up): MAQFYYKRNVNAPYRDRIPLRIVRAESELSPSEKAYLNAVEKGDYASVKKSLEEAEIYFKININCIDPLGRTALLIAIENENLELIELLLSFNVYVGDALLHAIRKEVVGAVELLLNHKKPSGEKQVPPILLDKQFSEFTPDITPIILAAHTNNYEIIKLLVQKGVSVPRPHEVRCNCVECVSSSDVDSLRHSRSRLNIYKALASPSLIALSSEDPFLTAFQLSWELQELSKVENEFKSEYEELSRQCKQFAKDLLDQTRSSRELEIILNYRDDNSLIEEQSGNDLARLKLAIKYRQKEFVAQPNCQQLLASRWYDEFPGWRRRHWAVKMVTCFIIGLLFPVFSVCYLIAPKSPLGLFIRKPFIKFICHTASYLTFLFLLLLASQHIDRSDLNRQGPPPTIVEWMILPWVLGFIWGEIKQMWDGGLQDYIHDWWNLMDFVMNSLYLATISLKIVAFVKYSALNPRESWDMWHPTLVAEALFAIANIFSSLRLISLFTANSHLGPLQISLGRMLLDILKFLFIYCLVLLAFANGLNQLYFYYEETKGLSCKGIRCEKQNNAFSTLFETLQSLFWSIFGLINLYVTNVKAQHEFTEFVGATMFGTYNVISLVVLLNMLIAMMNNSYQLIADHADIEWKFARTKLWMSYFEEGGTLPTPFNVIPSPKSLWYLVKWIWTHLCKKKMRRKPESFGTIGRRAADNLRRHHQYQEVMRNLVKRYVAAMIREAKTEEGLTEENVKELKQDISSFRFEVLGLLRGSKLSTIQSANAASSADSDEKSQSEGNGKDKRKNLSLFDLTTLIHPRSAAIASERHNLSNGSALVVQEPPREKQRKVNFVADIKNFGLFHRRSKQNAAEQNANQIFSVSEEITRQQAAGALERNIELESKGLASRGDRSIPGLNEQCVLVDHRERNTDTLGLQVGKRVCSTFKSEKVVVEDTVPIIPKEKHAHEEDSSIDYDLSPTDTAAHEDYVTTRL
SKKanGAS inh: blocks kanamycin growth of S. pyogenes SKKanGAS strain. BacTiter-Glo, 6 h. inhibition, % at 7.5 µM. 300,000 compounds, 1.3% hits;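 active = mean replicate score, as percent of positive control median, at least 50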;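 note: strain carries kanamycin resistance gene driven by streptokinase promoter and grows in 40 µg/ml kanamycin; loss of luminescence reflects streptokinase promoter inhibition or plain growth inhibition; 0% = median of DMSO wells and 100% = positive control at its reference dose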
TRPC6 act: activators of mouse TRPC6 channel. Q61143. 310,000 compounds, 0.13% hits. HEK293-TRPC6 membrane potential dye fluorescence; active compounds read high. B-score at 10 µM. AID 2550;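 active = B-score of the integrated fluorescence ratio above library mean plus 3 SD, and starting fluorescence ratio within library mean plus 5 SD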;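 note: higher score means more depolarization so channel activation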
MrgX1 antag: blocks BAM8-22 activation of human MrgX1 receptor. Q96LB2. MRGX1-HEK293 calcium flux, Fluo-4, BAM8-22 antagonism; active compounds read low. B-score at 10 µM. 310,000 compounds, 1.3% hits. AID 588676;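 active = calcium-response B-score plate-corrected more than 3 library SD below zero, starting fluorescence within 5 deviations, no agonist response on first addition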;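 note: peak minus trough fluorescence over baseline after final BAM8-22 challenge near maximal dose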
TRPC4 inh: blocks the mouse TRPC4 cation channel; Q9QUQ5; HEK293 TRPC4beta/mu-opioid, DAMGO-evoked Fluo4 calcium flux; active compounds read low; B-score at 10 µM; 300,000 compounds, 0.39% hits; AID 2247;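 active = B-score over 3 SD under the library average, no early fluorescence shift, positive overall ratio signal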
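Material: HEK293 cells with stable TRPC4beta plus mu-opioid receptor expression; probe or stimulus: DAMGO in two steps, submaximal then maximal; technique: Fluo4 calcium fluorescence by kinetic imaging, 5 s 1 Hz baseline; measure: integrated fluorescence ratio relative to baseline, converted to per-well B score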
TRPC4 agonist: TRPC4 (mouse) channel activation; Q9QUQ5; HEK293 TRPC4beta/mu-opioid, Fluo4 calcium fluorescence; active compounds read high; B-score at 10 µM; 310,000 compounds, 0.49% hits;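 active = B-score above 5 SD of library B-scores, and initial fluorescence ratio not above library mean plus 5 SD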;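 note: positive B-score marks a calcium rise read as TRPC4 activation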
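Assay system: HEK293 cells stably co-expressing mouse TRPC4beta and mu-opioid receptor / Timing: Fluo4 dye loading 45 min at room temperature, 110 s recording / Signal: Fluo4 calcium-sensitive dye fluorescence, kinetic, 1 Hz baseline / Read-out: integrated baseline-normalised fluorescence ratio, converted to per-well B score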
KLF5 inhibitor: inhibitors of KLF5 expression | DLD-1 KLF5 promoter-luciferase reporter, luminescence | inhibition, % at 5 µM | 290,000 compounds, 0.23% hits;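 active = inhibition above a per-plate limit of that plate's mean compound inhibition plus 3 SD, cut at about 60% in these data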;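 note: 0% = DMSO wells and 100% = LY294002 at 200 µM; higher means less KLF5 promoter-driven luciferase light; inactives centre near -14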
* = called active by the depositor; i = inactive; / = not tested or not shown.

Compound | HIF activator | aSyn 5UTR inh | TRPC6 inhibitor | IEC-6 cytotox | TRPC4 potent | SKKanGAS inh | TRPC6 act | MrgX1 antag | TRPC4 inh | TRPC4 agonist | KLF5 inhibitor
CCC(C)NC(=O)c1cc2c(=O)n3ccccc3nc2s1 (stereo unspecified) | 0.9 | -42.9 | i | -6.2 | i | -14.7 | i | i | i | i | -73.3
N#Cc1ccc(COC(=O)c2ccc(N3CCCC3)c([N+](=O)[O-])c2)cc1 | -0.3 | 1.5 | i | -0.6 | i | -7.8 | i | i | i | i | 0.2
Cc1cc(C)n2nc3nc(N4CCCC4)nc(-c4ccccc4)c3c2n1 | 0.0 | 17.1 | i | -7.3 | i | 1.5 | i | i | i | i | -10.3
O=C1C(c2ccc(F)cc2)N(Cc2ccc3c(c2)OCO3)C(=O)CN1C1CCCC1 (stereo unspecified) | -0.4 | 5.0 | i | 1.2 | i | 3.8 | i | i | i | i | 20.8
O=C(COc1ccccc1F)NCc1ccc(-n2cccc2)cc1 | -0.2 | -13.9 | i | -2.0 | i | -0.6 | i | i | i | i | -10.6
CCn1c(C)nnc1SCC(=O)Nc1nccs1 | 1.6 | 8.6 | i | 4.9 | i | -2.7 | i | i | i | i | -22.0
O=C(CN1CCN(S(=O)(=O)c2ccccc2)CC1)Nc1ccccc1Cl | -0.6 | 6.7 | i | 3.8 | i | 21.6 | i | i | i | i | -26.1
Cc1ccc(CNC(=O)CCS(=O)(=O)c2cc(Br)cc3c2N(C(=O)C2CC2)CC3)o1 | -0.1 | 2.6 | i | 0.6 | i | -1.0 | i | i | i | i | -6.3
CCC(c1nnnn1Cc1ccccc1)N(Cc1cc2cc(OC)ccc2[nH]c1=O)CC1CCCO1 (stereo unspecified) | 0.0 | 9.6 | i | -1.1 | i | -7.8 | i | i | i | i | -24.6
COc1ccccc1N(CC(=O)N/N=C/c1ccccc1C(=O)O)S(C)(=O)=O | 0.0 | -0.9 | i | 4.8 | i | -3.3 | i | i | i | i | 15.8
COc1ccc(/C=N/NC(=O)c2cc(-c3cccn3C)n[nH]2)cc1OC | 1.2 | 22.9 | i | -3.7 | i | 10.1 | i | i | i | i | -3.5
COc1ccc(C)cc1-n1c(SCC(=O)Nc2cc(C)on2)nc2sc(C)c(C)c2c1=O | -0.7 | 25.7 | i | -3.2 | i | 7.7 | i | i | i | i | 9.0
O=C(c1ccccc1Br)N1CCC(c2nc3ccccc3s2)CC1 | -0.5 | 21.8 | i | 5.9 | i | / | i | i | i | i | 0.9
O=S(=O)(Nc1cccc(-c2ccc3nncn3n2)c1)c1cccs1 | -0.1 | 5.4 | i | 1.3 | i | 3.9 | i | i | i | i | -12.6
CCOC(=O)c1ccc(NC(=O)Cn2nnc(-c3ccc(F)cc3)n2)cc1 | -0.4 | -14.5 | i | -1.3 | i | 10.5 | i | i | i | i | -12.8
Cc1ccc(/C=N/OC(=O)c2nn(C)cc2Cl)cc1 | 0.2 | 24.9 | i | 6.2 | i | -0.9 | i | i | i | i | -6.1
CC(c1ccccc1)N1C(=O)c2ccc(C(=O)NCc3cccnc3)cc2C1=O (stereo unspecified) | -0.5 | 6.6 | i | 5.9 | i | 1.1 | i | i | i | i | -16.9
COc1ccccc1CCN1CCCC(CN(C)C(=O)c2ccoc2)C1 (stereo unspecified) | 0.2 | 6.1 | i | 6.3 | i | -1.5 | i | i | i | i | -4.3
CC(C)C(C(=O)NCc1ccco1)N(CC1CCCO1)C(=O)CNS(=O)(=O)c1ccc(F)cc1 (stereo unspecified) | 0.0 | 11.9 | i | -2.6 | i | 5.6 | i | i | i | i | -8.4
O=C(Nc1cnn(Cc2ccc(F)cc2)c1)c1noc2c1CCCC2 | 3.1 | -104.7 | i | 18.9 | i | -0.3 | i | i | i | i | 16.2
COc1ccccc1C(C(=O)NC1CCCC1)N(C(=O)c1csnn1)C1CC1 (stereo unspecified) | -50.5 | -0.7 | i | -6.3 | i | 18.4 | i | i | i | i | 12.3
CN(C)c1ccc(/C=N/NC(=O)c2sccc2-n2cccc2)cc1 | 1.3 | -150.0 | i | 2.0 | i | 3.0 | i | i | i | i | -15.2
Cc1ccc(NC2CCCN(C(=O)c3cc(C(C)C)[nH]n3)C2)cc1C (stereo unspecified) | 0.0 | 8.0 | i | 5.6 | i | 1.5 | i | i | i | i | -21.1
CCOc1ccccc1NC1=CC(=O)CC(c2ccccc2)C1 (stereo unspecified) | 0.4 | -57.7 | i | 1.6 | i | 0.1 | i | i | i | i | -23.0
CCN(CC)C(=O)c1ccc(Cn2cc([N+](=O)[O-])cn2)o1 | -0.3 | -20.5 | i | -3.6 | i | -2.4 | i | i | i | i | -13.3
Cc1cc(NS(=O)(=O)c2ccc(NC(=O)COc3ccc(Cl)cc3)cc2)no1 | -0.4 | 15.5 | i | -3.7 | i | 6.0 | i | i | i | i | -23.2
Cc1ccc(-n2c(C)cc(C(=O)COc3cccnc3[N+](=O)[O-])c2C)cc1 | -2.9 | 64.1* | i | 0.9 | i | -3.9 | i | i | i | i | 28.0
COc1ccc(NC(=O)C2CCCN2C(=O)OC(C)(C)C)cc1 (stereo unspecified) | -0.1 | 1.1 | i | 2.2 | i | -5.8 | i | i | i | i | -46.6
COc1ccccc1C(=O)N1CCN(c2cccc(C(F)(F)F)c2)CC1 | 0.3 | -30.6 | i | 5.9 | i | 6.6 | i | i | i | i | 7.4
Cc1cccc(OCCC(=O)Nc2cc(S(=O)(=O)N3CCCCC3)ccc2N2CCOCC2)c1 | -0.6 | 3.2 | i | -3.1 | i | -5.9 | i | i | i | i | 1.7
COc1ccc(NC(=O)N(Cc2cccs2)Cc2cc3cc4c(cc3[nH]c2=O)OCO4)cc1 | 0.5 | -15.8 | i | 0.0 | i | 25.9 | i | i | i | i | -12.5
Cc1ncc([N+](=O)[O-])n1CC(=O)NC(C)(C)C | -0.4 | -0.3 | i | -1.1 | i | -1.4 | i | i | i | i | -3.0
COc1ccc(CNC(=O)C(c2ccc(C)o2)N(Cc2cccs2)C(=O)Cc2cccs2)cc1 (stereo unspecified) | 0.2 | -1.9 | i | -3.3 | i | 3.6 | i | i | i | i | -7.7
O=C(NCc1cccnc1)c1nc(-c2ccc(C(F)(F)F)cc2)no1 | -0.2 | -3.9 | i | 6.7 | i | -6.6 | i | i | i | i | -4.6
O=Cc1cn(CC(=O)N2CCOCC2)c2ccccc12 | -0.3 | -10.1 | i | -1.3 | i | 5.1 | i | i | i | i | 9.9
CC(=O)NCCC1CCN(c2nc3nonc3nc2N(C)Cc2ccccc2)CC1 | -0.1 | -14.9 | i | -7.3 | i | 0.3 | i | i | i | i | -34.7
Cc1ccc(C)c(S(=O)(=O)N2CCCOC2CNC(=O)C(=O)NCc2ccc3c(c2)OCO3)c1 (stereo unspecified) | -0.7 | 10.0 | i | -5.8 | i | 7.1 | i | i | i | i | -17.8
CN(Cc1cc(-c2ccccc2)on1)C(=O)c1cc(COc2c(F)cccc2F)on1 | 2.8 | -54.3 | i | 3.8 | i | -11.1 | i | i | i | i | -45.6
O=C(O)c1ccccc1C(=O)Nc1cc(-c2ccccc2)[nH]n1 | 0.1 | 6.1 | i | 3.0 | i | -7.5 | i | i | i | i | -19.6
COc1ccccc1/C=C1\Oc2cc(OC(=O)N3CCOCC3)ccc2C1=O | 0.1 | -29.6 | i | -2.9 | i | -2.6 | i | i | i | i | -8.5
CC(=O)c1cnc(Nc2ccccc2)s1 | 0.6 | -59.2 | i | 4.1 | i | 0.5 | i | i | i | i | -20.6
CSc1ccc(Cl)c(C(=O)OCC(=O)NC2CC2)c1 | -0.1 | 7.9 | i | 0.9 | i | -2.6 | i | i | i | i | 0.2
COc1ccc(CC(=O)OC(C)CN2CCCCC2)cc1 (stereo unspecified) | -0.9 | -10.0 | i | 3.5 | i | -2.1 | i | i | i | i | -7.6
O=C(O)Cc1ccc(C(=O)c2ccc(Cl)cc2)s1 | -1.6 | -4.6 | i | -1.7 | i | 3.8 | i | i | i | i | -31.5
CCOC(=O)c1ccc(S(=O)(=O)n2c(CN3CCCCC3)nc3ccccc32)cc1 | 0.5 | -2.5 | i | 5.6 | i | 15.5 | i | i | i | i | -16.6
Cc1cc(=O)oc2c3c(cc(OCC(=O)NCCN4CCOCC4)c12)OC(C)(C)CC3 | 0.0 | 6.2 | i | -3.7 | i | -3.2 | i | i | i | i | -1.3
CCC(C(=O)NC1CCCCC1)N(Cc1cccs1)C(=O)c1snc(C(N)=O)c1N (stereo unspecified) | -0.3 | -34.4 | i | 6.0 | i | 5.6 | i | i | i | i | -5.2
Cc1nc(Nc2ccc(S(N)(=O)=O)cc2)sc1-c1ccccc1 | 0.5 | -40.9 | i | -3.1 | i | -11.0 | i | i | i | i | -77.0
N#Cc1ccccc1NC(=O)CN1CCN(Cc2ccccc2)CC1 | 0.1 | -8.7 | i | 5.4 | i | 2.7 | i | i | i | i | -26.2
CC1(C)NC(=O)N(CCOc2ccc3c(c2)CCC3)C1=O | -0.5 | 10.8 | i | 9.3 | i | 1.7 | i | i | / | i | -2.5

Following part
Compound | HIF activator | aSyn 5UTR inh | TRPC6 inhibitor | IEC-6 cytotox | TRPC4 potent | SKKanGAS inh | TRPC6 act | MrgX1 antag | TRPC4 inh | TRPC4 agonist | KLF5 inhibitor
O=c1oc2ccc(NS(=O)(=O)c3cccc4cccnc34)cc2s1 | -0.5 | 23.8 | i | -8.0 | i | -1.4 | i | i | i | i | -2.8
COc1ccc([N+](=O)[O-])cc1NC(=O)C(C)OC(=O)C1CC(=O)N(Cc2ccco2)C1 (stereo unspecified) | -1.4 | 6.7 | i | / | i | 1.3 | i | i | i | i | /
COc1ccccc1Nc1nc(-c2sc(NC(=O)CC(C)C)nc2C)cs1 | -0.8 | 26.2 | i | -7.5 | i | 11.6 | i | i | i | i | -21.1
CCOC(=O)c1c(C)[nH]c(C(=O)N/N=C\c2ccccc2O)c1C | 57.3* | 86.8* | i | 7.9 | i | 15.3 | i | i | i | i | -22.7
O=C1CCC(=O)N1OCCCCOc1ccccc1 | 0.1 | -18.1 | i | -4.0 | i | -0.9 | i | i | i | i | 0.4
